ADAM17 inh: inhibitors of human ADAM17 | P78536 | recombinant ADAM17, EDANS/DABCYL FRET peptide cleavage | inhibition, % at 6.95 µM | actives 0.83% (n = 370,000) | AID 720648;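 active = inhibition above the mean of compounds lying between control limits plus 3 SD, set per campaign, cut at about 8.5% in these data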;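 also: 0% = DMSO-only wells as the low control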
proKLK7 act: proKLK7 (human) activation, primary screen | purified proKLK7, EDANS-DABCYL substrate fluorescence; 100% is mature enzyme control, 0% vehicle | activation, % at 7 µM | actives 0.9% (n = 370,000) | AID 652039;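 active = activation above the mean of all tested compounds plus 3 SD, computed per campaign excluding outliers beyond control limits, cut at about 13% in these data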
Target sequence (P49862 whole entry, looked up): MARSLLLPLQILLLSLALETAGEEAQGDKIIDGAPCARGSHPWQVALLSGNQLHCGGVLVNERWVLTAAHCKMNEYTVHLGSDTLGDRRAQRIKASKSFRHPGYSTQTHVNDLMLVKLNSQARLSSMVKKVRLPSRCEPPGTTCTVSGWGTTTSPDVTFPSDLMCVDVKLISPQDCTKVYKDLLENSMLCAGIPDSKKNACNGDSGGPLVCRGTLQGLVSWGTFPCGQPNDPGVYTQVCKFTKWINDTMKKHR
ASAP1 inh: ASAP1 ArfGAP inhibition; actives 0.19% (n = 360,000); AID 624377; inhibition, % at 16.5 µM; ASAP1-stimulated ARF1 GTP hydrolysis, GDP FP detection; in the data active = inhibition above about 25%;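 also: 0% = vehicle with enzyme and substrate and 100% = no enzyme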
Target sequence (Q9ULH1 325-724 limits assumed): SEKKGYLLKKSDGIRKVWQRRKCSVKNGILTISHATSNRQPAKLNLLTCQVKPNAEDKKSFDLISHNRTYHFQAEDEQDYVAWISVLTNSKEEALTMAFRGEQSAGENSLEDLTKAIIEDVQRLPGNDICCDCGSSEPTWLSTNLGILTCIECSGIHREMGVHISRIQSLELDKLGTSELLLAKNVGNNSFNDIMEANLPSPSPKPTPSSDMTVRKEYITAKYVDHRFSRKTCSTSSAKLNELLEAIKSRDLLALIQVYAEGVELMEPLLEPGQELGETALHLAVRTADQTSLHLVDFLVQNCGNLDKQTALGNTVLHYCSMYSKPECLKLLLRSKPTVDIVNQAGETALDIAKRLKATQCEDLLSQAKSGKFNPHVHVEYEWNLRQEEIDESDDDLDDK
UHRF1 binding: human UHRF1 methylated DNA binding inhibitors; Q96T88; UHRF1 binding to methylated oligo, TR-FRET; inhibition, % at 4.4 µM; actives 0.75% (n = 370,000); AID 687016; in the data active = inhibition above about 21%;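 also: UHRF1 SRA domain binding a hemimethylated CpG hairpin DNA probe; 0% = median of test compound wells and 100% = reference inhibitor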
PLCg1 inh: inhibitors of human phospholipase C gamma1 | P19174 | purified PLC-gamma1, fluorogenic substrate, fluorescence | inhibition, % at 12.2 µM | actives 0.84% (n = 370,000) | AID 720700; in the data active = inhibition above about 9.5%
ARFGAP1 inh: rat ARFGAP1 inhibition; Q62848; Arfgap1-stimulated ARF1 GTP hydrolysis, GDP FP detection; inhibition, % at 16.5 µM; actives 0.26% (n = 360,000); AID 651572;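 active = inhibition above a per-plate limit, mean inhibition of low control wells plus 3 SD, cut at about 25% in these data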;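 also: 0% = DMSO wells with enzyme and 100% = wells lacking Arfgap1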
Target sequence (Q62848 1-136 limits assumed): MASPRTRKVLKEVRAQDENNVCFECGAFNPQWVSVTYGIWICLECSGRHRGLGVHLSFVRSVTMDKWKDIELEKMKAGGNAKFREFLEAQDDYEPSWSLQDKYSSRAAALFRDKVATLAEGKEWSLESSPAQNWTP
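Material: truncated rat Arfgap1 GAP domain; Incubation: compound-enzyme preincubation 20 min, reaction 120 min, detection 60 min, 25 °C; Read-out: percent inhibition of Arfgap1-stimulated GTP hydrolysis; Technique: FP, GDP Alexa 633 tracer displaced from anti-GDP antibody, 620/688 nm; Controls: No-Arfgap1 wells (100%) versus DMSO full-reaction wells (0%); Replication: single well per compound.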
MBD2 DNA inh: inhibitors of human MBD2 binding to methylated oligonucleotide; Q9UBB5; TR-FRET; inhibition, % at 4.4 µM; actives 0.31% (n = 370,000); AID 686964; in the data active = inhibition above about 13%
DDE Tn7 FP inh: inhibitors of Tn7 peptide binding to human fibrin DD(E). P02675. FP displacement of FITC-Tn7 peptide from fibrin DD(E); 0% = median of compound wells per plate. inhibition, % at 8.3 µM. actives 0.13% (n = 370,000). AID 720508;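 active = inhibition above the mean of compounds falling within the control limits plus 3 SD of them, cut at about 14% in these data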;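 also: 0% = plate median of compound wells and 100% = 10 µM Aha-Tn7 peptide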
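Test system – human fibrin DD(E) · Times – 10 min preincubation, 3 h with tracer, room temperature · Detection – fluorescence polarization of the labelled Tn7 tracer · Measure – percent inhibition normalized to high-control wells · Benchmarks – high control wells with 10 µM unlabelled Aha-Tn7 peptide (full inhibition) · Repeats – singlicate testing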
DDE Tn6 FP inh: inhibitors of Tn6 peptide binding to human fibrin DD(E); Fibrin DD(E) TRITC-Tn6 fluorescence polarization displacement; actives 0.21% (n = 370,000); inhibition, % at 8.3 µM; AID 720509;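 active = inhibition above a per-campaign cutoff: mean of compounds within control limits plus 3 SD, cut at about 15% in these data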;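 also: 0% = median of all compound wells on the plate and 100% = blocking peptide control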
PLC-beta3 inh: PLC-beta3 (human) inhibition, primary screen | Purified PLC-beta3, fluorogenic substrate, fluorescence | inhibition, % at 12.2 µM | actives 0.18% (n = 370,000); in the data active = inhibition above about 11%;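 also: 0% = median of compound wells on plate and 100% = full blocker control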
Active calls of the source: *; · = no result given.

SMILES	ADAM17 inh	proKLK7 act	ASAP1 inh	UHRF1 binding	PLCg1 inh	ARFGAP1 inh	MBD2 DNA inh	DDE Tn7 FP inh	DDE Tn6 FP inh	PLC-beta3 inh
O=C(CSc1ccc(-c2ccc(Cl)cc2)nn1)Nc1ccc2c(c1)OCCO2	3.9	-0.4	-3.6	-2.4	-0.7	5.3	5.4	4.0	0.7	-0.1
CCCCn1c(NC(=O)c2ccc(Br)o2)c(S(=O)(=O)c2ccccc2)c2nc3ccccc3nc21	-204.3	-5.3	6.8	7.7	-128.8	-9.3	2.8	0.7	13.1	-195.4
FC(F)(F)c1cc(Oc2ccccc2Cl)nc(-c2ccccn2)n1	-1.3	0.0	-10.2	9.5	1.0	4.3	4.5	-1.3	1.7	2.4
CNC(=O)C[C@H]1C(=O)N(c2ccc(OC)cc2)C[C@@H]1C	2.2	-0.1	3.2	0.0	0.1	8.9	-1.6	-6.1	4.2	4.8
Cc1ccc(NC(=O)NCCN2CCN(C(=O)Nc3ccc(C)cc3)CC2)cc1	-0.2	-0.1	9.5	-1.9	2.2	4.4	-6.3	2.4	-3.3	-3.7
COc1ccc(CN2CC(COCc3ccccc3)Oc3ccccc3S2(=O)=O)cc1 (stereo unspecified)	5.2	0.5	9.0	-1.0	1.9	0.9	0.9	7.4	2.6	-1.5
Cc1ccc(-n2ncc(C(=O)NCC3CCN(C4CCCC4)C3)c2C2CCN(C(=O)OC(C)(C)C)CC2)cc1C (stereo unspecified)	0.9	0.4	12.5	-1.0	6.5	-9.0	-1.0	-0.1	1.9	-2.5
COc1ccc2ccccc2c1CNC(C)CCc1ccccc1 (stereo unspecified)	0.2	0.0	6.0	-0.6	1.9	-7.9	-7.7	5.8	1.7	-2.2
COc1ccc(OC)c(Nc2nc(C)nc3c2oc2ccccc23)c1	-5.7	-1.4	-3.7	3.2	-24.4	-0.3	2.8	-0.8	-5.6	-42.6
COCCN(C(=O)CNC(=O)c1ccco1)C(C(=O)NC1CCCC1)c1ccc(OC)c(OC)c1 (stereo unspecified)	1.4	0.5	1.3	0.9	1.6	17.8	-1.9	-6.1	2.9	-5.2
O=C(Nc1ccc2nsnc2c1)N1CCCCCC1	-51.7	6.6	21.8	-4.1	-290.0	14.0	0.9	3.0	-6.0	-379.4
Cn1c(C(=O)N2CCN(c3cccc(C(F)(F)F)c3)CC2)cc2sccc21	4.8	-0.4	-14.4	-0.7	0.6	-0.6	2.1	4.2	2.2	-3.2
Cc1cc(C)c(S(=O)(=O)NCCCn2ccnc2)cc1C	-1.0	-0.2	-9.9	-2.5	5.0	0.5	-7.7	-3.9	-2.8	-5.7
NC(=O)c1ccc(Cl)c2ccccc12	0.7	0.4	-0.5	-2.2	-0.5	17.1	-2.8	4.2	2.1	-2.8
COc1cccc(NC2CC(=O)N(CCc3ccccc3)C2=O)c1 (stereo unspecified)	-4.7	0.5	-5.8	3.1	-5.2	11.7	3.4	-3.4	4.2	-0.7
Cc1nc2cc3ccccc3cc2s1	-4.5	-0.8	-1.9	0.9	1.9	7.8	1.9	-1.0	-1.8	-0.2
COc1cccc(C(=O)Nc2ccc(C(=O)NCC3COc4ccccc4O3)cc2)c1 (stereo unspecified)	3.5	0.0	·	1.4	-1.2	·	1.4	-1.1	0.9	-2.0
O=C(NC(=S)NCCN1CCOCC1)c1ccc(Cl)cc1	0.4	0.3	2.5	1.0	1.8	6.6	-3.1	-1.6	-1.3	0.1
CCOc1ccccc1NC(=O)c1nnn(CC(=O)Nc2cc(C)cc(C)c2)c1N	-5.4	0.5	-4.2	-1.9	3.7	4.9	6.5	5.5	-6.9	-0.9
COc1cc(OC)cc(C(=O)NCCn2ccc3ccccc32)c1	2.6	0.0	-9.3	-1.1	0.8	10.9	-1.6	-2.3	-0.9	2.9

Rewritten with two lines to a compound: part of the list above.
Each structure is followed by: ADAM17 inh | proKLK7 act | ASAP1 inh | UHRF1 binding | PLCg1 inh | ARFGAP1 inh | MBD2 DNA inh | DDE Tn7 FP inh | DDE Tn6 FP inh | PLC-beta3 inh
CCCCn1c(NC(=O)c2ccc(Br)o2)c(S(=O)(=O)c2ccccc2)c2nc3ccccc3nc21
  -204.3 | -5.3 | 6.8 | 7.7 | -128.8 | -9.3 | 2.8 | 0.7 | 13.1 | -195.4
FC(F)(F)c1cc(Oc2ccccc2Cl)nc(-c2ccccn2)n1
  -1.3 | 0.0 | -10.2 | 9.5 | 1.0 | 4.3 | 4.5 | -1.3 | 1.7 | 2.4
CNC(=O)C[C@H]1C(=O)N(c2ccc(OC)cc2)C[C@@H]1C
  2.2 | -0.1 | 3.2 | 0.0 | 0.1 | 8.9 | -1.6 | -6.1 | 4.2 | 4.8
Cc1ccc(NC(=O)NCCN2CCN(C(=O)Nc3ccc(C)cc3)CC2)cc1
  -0.2 | -0.1 | 9.5 | -1.9 | 2.2 | 4.4 | -6.3 | 2.4 | -3.3 | -3.7

Next section:
SMILES	ADAM17 inh	proKLK7 act	ASAP1 inh	UHRF1 binding	PLCg1 inh	ARFGAP1 inh	MBD2 DNA inh	DDE Tn7 FP inh	DDE Tn6 FP inh	PLC-beta3 inh
Cc1cccc(S(=O)(=O)N(C)C[C@H]2OCc3cnnn3CCCC(=O)N([C@H](C)CO)C[C@H]2C)c1	2.3	-0.8	1.9	2.0	0.1	-11.6	-2.3	-2.5	-3.1	5.4
CCCNc1nc2c(c(=O)[nH]c(=O)n2C)n1Cc1cccc(Br)c1	-0.1	0.6	15.7	0.5	5.4	7.5	4.7	-3.6	-0.6	-1.1
CC(C)(C)c1ccc(OCCNC(=O)Cc2ccc(F)cc2)cc1	-5.5	0.3	-7.5	13.0	-3.2	-2.8	-1.5	3.8	1.8	0.6
COc1ccc(CNC(=O)/C=C/c2ccc(OCCCF)cc2)cc1	6.5	0.3	8.2	1.4	-13.9	15.0	0.4	-7.9	3.1	2.2
COc1ccccc1NC(=O)C/C(C)=N/NC(=O)C12CC3CC(CC(C3)C1)C2	-1.8	0.4	19.2	1.3	-0.3	-3.0	-5.0	-2.6	-2.7	0.8
COC1CCN(C(=O)c2ccc3oc(C(C)C)nc3c2)CC1	-4.2	0.3	-0.8	0.0	1.1	-5.1	-1.0	6.7	-3.8	-7.9
O=C(Nc1ccc(F)cc1F)c1ccc(COc2c(F)c(F)cc(F)c2F)o1	-1.8	0.4	-0.7	-0.6	-5.0	3.6	1.1	-9.0	-4.5	-4.5
CCOC(=O)C1(Cc2cccc(Cl)c2)CCCN(C(=O)C(C)(C)C)C1 (stereo unspecified)	-3.1	-0.1	3.8	-2.5	1.2	0.2	-5.7	2.2	1.4	2.6
C/C(CC(=O)NC1CCCCCC1)=N\NC(=O)c1cnccn1	-0.8	0.3	-14.2	-4.6	1.5	4.2	-2.1	1.7	-8.4	1.4
Cc1ccc2[nH]c3c(Cl)ncnc3c2c1	-27.9	1.2	2.1	0.1	-50.3	-1.4	0.2	-8.0	1.1	-74.2
CC(=O)Nc1ccc(SCC(=O)Nc2ccc(Cl)cn2)cc1	-4.9	-1.0	10.3	-0.7	-7.2	13.1	-0.8	4.4	3.1	-14.8
c1ccc(-c2ccccc2OCCOCCN2CCCCC2)cc1	-2.9	0.2	6.2	0.5	-1.5	14.4	-1.3	-10.5	-2.7	3.0
Nc1nc(Cn2nnc(-c3ccccc3F)n2)nc(N2CCOCC2)n1	-3.0	0.1	-1.2	-1.0	-1.0	-1.1	-2.9	3.4	-3.6	2.9
Cc1cc(C(=O)CSc2n[nH]c(N)n2)c(C)n1-c1ccccc1	1.0	0.1	-0.5	1.4	1.1	9.1	-3.1	3.1	-0.9	-4.5
O=C(CSc1nnc(N2CCOCC2)n1-c1cccc(F)c1)N1CCN(c2ccccn2)CC1	-2.9	0.8	-2.4	0.6	0.3	-17.4	1.4	-5.2	-2.7	-6.1
COc1ccccc1C(=O)Nc1nnc([C@@H]2C[C@H](O)[C@@H](CO)O2)s1	-3.5	0.2	13.1	2.5	1.5	10.2	1.9	2.5	2.9	1.5
CCOC(=O)C1(CC2CCCCO2)CCN(Cc2cn[nH]c2-c2cccc(F)c2)CC1 (stereo unspecified)	-4.5	0.4	0.1	2.3	-2.4	2.6	3.3	-1.6	1.0	-7.3
COc1ccc(CCNC(=O)CN2CCN(Cc3ccc(F)cc3)C2=O)cc1OC	-1.9	-0.2	7.1	-3.5	0.2	-4.6	5.8	-1.3	0.8	0.8
c1ccc(COc2ccccc2CNC2CCCC2)cc1	-1.7	-0.2	3.2	-0.4	1.6	3.6	2.2	7.3	13.7	-2.5
C/C(=N/NC(=O)CNC(=O)COc1cccc(C)c1)c1ccc(Cl)cc1	2.0	0.5	-7.5	-1.6	-1.9	2.4	-1.6	-3.1	-3.3	-11.0
COc1cccc(/C=N\NC(C)=O)c1OC/C=C/c1ccccc1	-6.0	-0.2	1.4	-2.8	-18.8	19.6	5.9	-3.3	-5.0	-36.1
Cc1ccc(C)c(N(CC(=O)N2CCCC2)S(C)(=O)=O)c1	-1.3	0.0	-14.1	-1.8	0.6	0.6	2.8	-5.1	-0.3	-1.1
Cn1c(=O)[nH]c(=O)c2c1nc(N1CCN(CCO)CC1)n2Cc1ccccc1Cl	0.2	-0.6	-11.3	0.2	-1.9	6.3	8.0	-3.4	3.5	-6.3
Cc1cccc(N(CC(=O)NC2CCCC2)C(=O)CNC(=O)c2ccco2)c1C	-0.4	-0.1	2.5	-1.9	-1.6	-2.6	2.6	6.1	8.9	-5.9
CCOC(=O)/C(=C\Nc1ccc(OC(F)(F)F)cc1)Sc1ncc(C(F)(F)F)cc1Cl	3.6	0.0	4.2	-1.7	2.9	0.4	-1.3	1.5	-0.1	3.3
O=C(c1ccccc1)c1ccc(C(=O)O)c(C(=O)O)c1	-4.9	-0.8	1.7	1.1	0.1	8.8	5.8	-2.6	4.4	-6.5
COc1ccc(Br)cc1S(=O)(=O)Nc1ncn[nH]1	1.3	-1.1	-12.7	-1.0	-1.9	-6.2	-1.5	3.4	5.7	-6.6
COCC(C)n1c(C)cc(C(=O)Cn2c(=O)oc3ccccc32)c1C (stereo unspecified)	-0.1	0.3	-8.2	-1.1	-1.4	-2.4	-6.1	0.1	5.1	1.9
COC(=O)C[C@@H]1C=C[C@@H](NS(=O)(=O)c2cccc(OC)c2)[C@@H](CO)O1	3.0	-0.4	2.9	0.5	0.2	9.7	-0.7	-5.8	1.9	1.6
COc1ccc(CCC(=O)NCC2CCCCC2)cc1OC	4.3	-0.4	4.3	3.1	2.8	-5.0	3.3	-1.8	3.7	3.2
COC(=O)Cc1c(C)c2ccc(OCC(=O)N3CCCC3)c(C)c2oc1=O	-204.0	3.1	-14.0	-2.7	-39.5	3.9	-1.8	0.6	5.8	-65.5
COC(=O)c1c(NC(=O)C(=O)N2CCCCC2)sc2c1CC(C)(C)OC2	0.3	0.6	11.3	-2.4	-12.4	10.7	-6.4	-0.6	8.2	-15.1
NC(=O)C1(N2CCCCC2)CCN(C2CC(=O)NC2=O)CC1 (stereo unspecified)	-3.9	0.0	-9.3	-0.2	2.2	-4.5	1.8	-0.8	5.7	0.1
CCn1c2ccccc2c2cc(NC(=O)CSc3nnc(-c4ccccc4)n3Cc3ccco3)ccc21	3.3	-0.5	·	0.2	-5.9	·	-2.8	2.7	0.8	-7.5

Assay outcomes deposited in PubChem BioAssay by The Scripps Research Institute Molecular Screening Center.
